CTSL1 counter: blocks F. hepatica cathepsin L1 in PFM18AAP counter-screen; recombinant F. hepatica cathepsin L1, Z-Leu-Arg-MCA fluorescence; inhibition, % at 5.96 µM; hit rate 0.49% among 300,000;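 active = inhibition above the mean of all tested compounds plus 3 SD, set per screening campaign, cut at about 17% in these data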;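 also: 0% = plate median of test compound wells and 100% = 1 µM Z-Phe-Ala-diazomethylketone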
PP1 counter: counter-screen for PP5 inhibitors: inhibitors of human PP1-alpha; inhibition, % at 6.7 µM; hit rate 0.9% among 320,000; AID 2235; purified PP1alpha, OMFP fluorescence;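 active = inhibition above the mean inhibition of all tested compounds plus 3 SD, computed separately for each screening campaign, cut at about 15% in these data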
Target sequence (P62136 whole entry, looked up): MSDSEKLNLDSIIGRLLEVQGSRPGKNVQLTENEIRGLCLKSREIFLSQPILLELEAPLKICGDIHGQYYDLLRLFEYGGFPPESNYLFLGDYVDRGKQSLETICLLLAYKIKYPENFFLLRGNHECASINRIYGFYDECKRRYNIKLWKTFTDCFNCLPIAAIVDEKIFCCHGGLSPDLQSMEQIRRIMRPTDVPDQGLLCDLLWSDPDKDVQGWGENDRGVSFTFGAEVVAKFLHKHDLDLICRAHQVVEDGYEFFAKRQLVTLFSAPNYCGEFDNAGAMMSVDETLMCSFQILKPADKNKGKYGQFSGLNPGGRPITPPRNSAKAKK
GASC-1 inh: inhibitors of human GASC-1 (JMJD2C) demethylase | Q9H3R0 | GST-JMJD2C(1-420) H3K9me3 demethylation, DELFIA europium | inhibition, % at 2.35 µM | hit rate 0.069% among 330,000 | AID 2099;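 active = more than half of a compound's replicate wells show inhibition beyond 50%, single wells judged on their own value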;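 also: signal counts dimethyl H3K9 product captured on neutravidin plate; 0% = median of DMSO wells and 100% = 0.3 times that DMSO median; strong numbers were not always called active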
Target sequence (Q9H3R0 1-420 limits assumed): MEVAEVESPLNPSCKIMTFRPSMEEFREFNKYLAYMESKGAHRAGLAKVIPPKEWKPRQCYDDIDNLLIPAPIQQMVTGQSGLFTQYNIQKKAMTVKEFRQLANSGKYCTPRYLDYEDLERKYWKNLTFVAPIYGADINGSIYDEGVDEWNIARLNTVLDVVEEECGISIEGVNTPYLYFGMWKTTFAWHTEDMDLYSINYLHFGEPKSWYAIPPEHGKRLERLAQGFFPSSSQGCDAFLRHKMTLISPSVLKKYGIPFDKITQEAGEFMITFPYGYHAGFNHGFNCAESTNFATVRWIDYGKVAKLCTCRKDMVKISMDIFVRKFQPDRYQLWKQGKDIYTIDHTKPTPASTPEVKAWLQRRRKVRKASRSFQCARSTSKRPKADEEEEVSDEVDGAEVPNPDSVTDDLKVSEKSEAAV
EBNA-1 inhibitor: blocks EBNA-1 binding to DNA; EBNA-1 DNA binding, fluorescence polarization; AID 1950; hit rate 0.34% among 300,000; inhibition, % at 14.8 µM; in the data active = inhibition above about 28%
TPT1 inh: inhibitors of Candida albicans tRNA 2'-phosphotransferase TPT1; hit rate 0.81% among 300,000; recombinant caTPT1, FP RNA substrate dephosphorylation; inhibition, % at 5 µM;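 active = inhibition above the mean of all tested compounds plus 3 SD, set per screening campaign, cut at about 24% in these data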;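 also: plate controls were DMSO alone for no effect and ferristatin control at 100 nM for full effect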
HCV core dimer: HCV core protein dimerization inhibition; TR-FRET GST/Flag-core106 dimerization, 1536-well; inhibition, % at 5 µM; hit rate 0.33% among 300,000; AID 1899;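 active = inhibition above the mean of all tested compounds plus 3 SD, set per screening campaign, cut at about 45% in these data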
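Test system: GST/Flag-tagged HCV core106 proteins; Medium: KF-containing HEPES buffer, pH 7.45, DTT, CHAPS, BSA; Times: compound-protein-antibody incubation 4 h at 22.5 °C; Detection: TR-FRET 671 and 617 nm emission; Benchmarks: wells lacking GST-core106 and wells with excess unlabelled core106.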
Yeast superoxide: caloric restriction mimetics inhibiting age-related superoxide in yeast; S. cerevisiae aged cells, superoxide DHE fluorescence; hits give low values; superoxide response (% of plate mean), % at 10 µM; hit rate 0.18% among 330,000;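 active = superoxide response under a set limit, about three screen SD below normal, cut at about 65% in these data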;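 also: yeast aged for seven days with compound at 30 °C before DHE staining; 100% = average MFI of all compound-treated wells on the plate with controls excluded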
ZTA DNA inh: ZTA (EBV) inhibition in EBNA-1 counter-screen. P03206. ZTA-DNA binding, fluorescence polarization. inhibition, % at 11 µM. hit rate 0.15% among 320,000. AID 2234; in the data active = inhibition above about 33%
PP5 primary: inhibitors of human protein phosphatase 5 (PP5); purified PP5c, OMFP substrate fluorescence; hit rate 0.18% among 320,000; inhibition, % at 6.7 µM;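 active = inhibition above the campaign's mean inhibition across all tested compounds plus 3 SD, cut at about 9.5% in these data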;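 also: 0% = DMSO only and 100% = 100 µM cantharidin control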
* = called active by the depositor; & = joins results of further samples.

Fields: CTSL1 counter, PP1 counter, GASC-1 inh, EBNA-1 inhibitor, TPT1 inh, HCV core dimer, Yeast superoxide, ZTA DNA inh, PP5 primary
COc1ccc(NC(=O)C(CCS(C)(=O)=O)NC(C)=O)cc1 (configuration not stated)
 : -2, 0, 2, 1, -1, -3, 104, -2, 0.5
CCCOc1ccc(N2CC(C(=O)NCCc3ccc(OC)c(OC)c3)CC2=O)cc1 (configuration not stated)
 : 8, 6, -17, -11, -2, 2, 96, -14, 1.7
CCOC(=O)N1CCC(NC(=S)Nc2ccc3nc(N4CCN(CC)CC4)cc(C)c3c2)CC1
 : -2, -3, -5, -6, -1, 1, 108, -9, 1.6
CCC(=O)c1ccc(OC(C)C(=O)NC2(C#N)CCCCC2)cc1 (configuration not stated)
 : -2, 6, -2, -3, 0, 6, 98, 14, 0.1
Cc1cccc([C@@H]2[C@@H]3C(=O)N(Cc4ccccc4)C(=O)[C@@H]3[C@]3(Cc4ccc(Cl)cc4)C(=O)N(c4cccc(Br)c4)C(=O)N23)c1
 : 0, -3, -14, -3, -1, 31, 99, 14, -0.2
Cc1cc2nccc(-c3cccnc3)n2n1
 : 3, -5, -17, 1, 2, -1, 109, 4, 1.4
Cc1ccc(NC(=O)COc2ccccc2)c(NC(=O)c2ccccc2C)c1
 : -2, -3, -1, -19, 8, 4, 114, 18, 4.6
Cc1cc(S(=O)(=O)N2CCN(c3ccc(F)cc3)CC2)c(C)s1
 : -1, 5, -9, 8, 1, 2, 90, -17, 2.8
Clc1ccc(-c2nn3c(-c4ccccc4)nnc3s2)cc1
 : -1, 3, -1, 15, 2, 12, 94, 4, 2.6
O=C1NC2=C(C(=O)OC2)C(c2ccc(OC(F)(F)F)cc2)N1 (configuration not stated)
 : 1, -1, -28, 9, -2, 6, 93, 10, 3.8
COc1ccc(N(CC(=O)Nc2ccc3c(c2)OCO3)S(=O)(=O)c2ccccc2)cc1
 : 0, -1, -1, 2, -7, 7, 107, -4, 2.8
CCN(CCNC(=O)c1cc(C)nn1-c1ccccc1)c1ccccc1
 : 6, -1, 3, 6, 1, 20, 106, 5, -1.2
CC(=O)NN1C(=O)c2ccccc2NC1c1ccco1 (configuration not stated)
 : -2, 0, -5, -7, -2, -1, 105, -19, 1.0
Nc1cc2c(cc1C(=O)c1ccccc1)OCCO2
 : 3, 0, -4, 3, 1, -6, 102, 0, 3.0
O=C(CCCOc1ccc(Br)cc1)Nc1ccc(S(=O)(=O)N2CCOCC2)cc1
 : 1, 1, -11, 2, -2, -13, 73, -7, 4.7
COCCCn1c(-c2ccccc2)nc2ccccc2c1=O
 : 1, -2, 16, 6, -5, -5, 82, 4, -0.8
COc1ccc(C(=O)NC=C2C(=O)OC(C)(C)OC2=O)cc1
 : -6, 0, -4, -3, -4, -2, 93, -26, 3.3
COC(=O)CSc1nc2cc3c(cc2cc1C)OCO3
 : -1, -1, 1, 18, 0, 2, 95, 2, 0.9
O=S(=O)(NCc1ccccn1)c1ccc2ccccc2c1
 : 0, 0, 0, -8, -3, -1, 109, 3, 1.2
COc1ccc(-n2nc3c(c2NC(=O)c2c(-c4ccccc4Cl)noc2C)CS(=O)(=O)C3)cc1
 : -1, -5, -4, -6, -1, -2, 119, 7, 0.9
CCC/C=N/NC(=O)c1[nH]c2c([N+](=O)[O-])cccc2c1C
 : 4, 0, 6, -5, 0, 1, 89, 5, 0.0
CCOc1ccc(CSC2=NCCN2)cc1Cl
 : 0, 0, -18, -11, 1, -9, 92, 18, 1.6
COc1ccc(CC(=O)Nc2ccc(-c3nnc(-c4ccc(C)cc4)o3)cc2)cc1
 : -1, 4, -21, -9, 2, -1, 113, 7, 2.7
Cc1cc(C)n2nc(SCC(=O)N(C)C)nc2n1
 : -3, -1, 4, -2, -2, -16, 93, -10, 2.2
O=C1NC(c2ccc(Br)cc2)Oc2ccccc21 (configuration not stated)
 : 0, 2, -10, 0, -4, 14, 94, -20, 3.3
COCCN(CCOC)C(=O)CN1C(=O)NC(Cc2c[nH]c3ccccc23)C1=O (configuration not stated)
 : -4, -5, -4, -13, 1, -5, 68, -12, -1.3
CNC[C@H](Cc1ccccc1)NC[C@@H](Cc1cccc2ccccc12)NCCc1ccc(C)cc1
 : -1, 20*, -2, -1, 0, -13, 96, -2, 6.1
Cc1ccccc1-c1nc(CS(=O)(=O)CC(=O)N(C)C2CCCCC2)c(C)o1
 : 2, -1, -17, 7, -6, 10, 86, 5, 1.7
COc1ccc(Cl)cc1C(=O)NNC(=O)c1cccc(S(=O)(=O)N(C)C)c1
 : 4, -2, 2, 5, -2, -8, 102, -18, -0.9
COc1ccc(-c2csc(CCn3nc(C)cc3C)n2)cc1OC
 : -6, -3, 4, -7, 2, -3, 98, -6, -0.9
Fc1ccc(-c2nc3nc4ccccc4nc3n2Cc2ccco2)cc1
 : 3, 0, -2, -15, -1, -3, 148, -11, 4.1
O=C(Nc1ccc(-c2nc3ccccc3[nH]2)cc1)c1ccc2c(c1)OCO2
 : 3, 15*, -2, 26, -1, 5, 89, 28, 1.8
O=C(c1cccc(C(F)(F)F)c1)C1CCCN(Cc2cccn2-c2ccccn2)C1 (configuration not stated)
 : -7, 0, -10, -4, -8, -6, 125, -27, 1.9
COc1ccc(OC)c(C(=O)COC(=O)c2cc(C)oc2C)c1
 : 0, 1, -2, -4, -1, 6, 90, 9, 1.9
Cc1ccc(-c2nnc(N3CCCCC3)c3ccccc23)cc1S(=O)(=O)N(C)C
 : 2, -4, -1, 15, 2, 2, 93, -6, -2.0
O=C(Nc1ccon1)c1cc2c(s1)CCCCCC2
 : -2, -3, 6, -16, 2, 9, 123, -14, 2.7
COc1ccc(OC)c(-n2nnnc2SCC(=O)Nc2ccc(C(=O)N3CCCCC3)cc2)c1
 : 3, -1, 20&-4, 9, -2, 3, 81, -16, 1.6
COc1ccc(CCc2nnc(CCC(=O)NCc3ccc4ncccc4c3)o2)cc1
 : 2, -2, -4, 7, 0, -3, 99, -1, 0.2
CCOc1ccc(S(=O)(=O)NCc2cccs2)cc1
 : 0, -2, 9, 1, 0, 0, 88, 8, 0.2
O=C(Cc1cccs1)N/N=C\c1ccc(O)cc1
 : 1, 4, -2, -5, 0, 11, 102, -2, 0.9
C[C@@H]1NC(=O)c2cc([N+](=O)[O-])cc(I)c2NCCCC[C@@H](C(N)=O)NC(=O)[C@H](CCC(=O)O)NC1=O
 : 12, 2, 4, -1, -5, -7, 101, 0, -11
Cc1ccc(-c2c3c([nH]c(=S)c2C#N)CCCC3)o1
 : 9, 5, 16, 4, 7, 19, 113, 11, -2.4
COc1ccc(-c2c(N)n[nH]c2C)cc1OC
 : -5, -2, 5, -12, 0, -8, 107, -2, 0.0
Nn1c(Cc2cccc3ccccc23)nnc1SCC(=O)NCC1CCCO1 (configuration not stated)
 : 1, -9, 11, -5, 5, -5, 123, -25, 1.5
COc1ccc(C(=O)C2CCCN(Cc3nc4ccccc4nc3C)C2)cc1OC (configuration not stated)
 : 4, -1, 11, -6, 1, 1, 98, 10, 1.8
Cc1nccn1CC1CCc2c(c3ccccc3n2C)C1=O (configuration not stated)
 : -2&-5, 1&2, 1&-5, 7&-5, 0&1, -6&7, 96&94, 3&10, -0.9&-3.5
COc1ccc(N2CCN(C(=O)CNC(=O)Cn3c(C)cc4ccccc4c3=O)CC2)cc1
 : -1, 0, -5, -1, 2, 1, 98, 2, 2.5
CCOc1ccccc1NC(=O)CSc1nnc(-c2ccncc2)o1
 : 0, 0, -5, 4, 1, -1, 87, -6, -4.0
COc1ccccc1-n1c(SCC(=O)N2CCCCC2)nnc1-c1ccccc1O
 : -5, -3, 8, 1, 0, 4, 87, 3, -0.9
COc1ccc(CN2CCN(S(=O)(=O)c3ccc(NC(C)=O)cc3)CC2)c(OC)c1OC
 : 1, 3, 24, -5, -2, -6, 94, 0, -1.2
Cc1ccc(C)c(NS(=O)(=O)c2ccc(OCC(=O)NCc3cccnc3)cc2)c1
 : -2, 1, 6, 12, -3, -4, 106, -16, -0.4
O=C(CCC1CCCC1)N1CCN(C2CCCC2)CC1
 : 7, -1, 3, 1, 0, -2, 94, 14, 0.8
COCOc1ccc(/C=C/C(=O)c2c(O)cc(OCOC)cc2OCOC)cc1
 : -1, -4, 0, 2, -1, 4, 94, 6, 0.3
O=[N+]([O-])c1ccc2c(c1)C(N1CCOCC1)/C(=C/COc1ccc3ccccc3c1Br)O2 (configuration not stated)
 : -3, 2, -8, 0, -1, 7, 104, -8, 1.2
COc1ccc(F)cc1C(=O)C1CCCN(Cc2cnc(N3CCCC3)s2)C1 (configuration not stated)
 : 14, -2, 34, 1, 0, -4, 114, -4, 4.0
S=c1[nH]nc(COc2ccccc2)n1/N=C/C(Cl)=C/c1ccccc1
 : 0, 11, 0, -2, 1, 7, 111, 20, 4.0
CC(=O)Nc1ccc(NC(=O)C(C)OC(=O)C(C)SCC(=O)Nc2ccc(C)cc2)cc1 (configuration not stated)
 : -3, 5, -5, -2, 0, -5, 97, 15, -0.7
Cc1ccc(S(=O)(=O)CC(O)COc2ccc(F)cc2Cl)c(C)c1 (configuration not stated)
 : 1, 1, 3, -3, 2, 2, 104, -3, 3.4
Cc1nnc(SCC(N)=O)n1CCc1ccccc1
 : 0, -2, -8, -4, 1, 5, 105, 0, -2.2
COc1cc(C(=S)N2CCC(Cc3ccccc3)CC2)ccc1OCC(N)=O
 : -3, 5, -2, 3, -1, 1, 121, 18, 2.0
COc1ccc(N2CCN(CC(O)COc3c(OC)cccc3OC)CC2)cc1 (configuration not stated)
 : -3, -1, -13, -14, -4, -7, 94, 2, 3.0
